# Compound activity (PubChem)
# HTRA1 inh: inhibitors of human serine peptidase HTRA1; Q92743; recombinant HTRA1, FP-rhodamine activity-based probe, fluorescence polarization; inhibition, % at 5.96 µM; 340,000 compounds, 0.5% hits; AID 504803; in the data active = inhibition above about 36%;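 note: 0% = enzyme with DMSO and 100% = wells lacking enzyme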
# PRMT1 inh: PRMT1 (human) inhibition, primary screen. Q99873. recombinant PRMT1, activity-based probe fluorescence polarization. inhibition, % at 2.79 µM. 370,000 compounds, 1.3% hits;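 active = inhibition above about 21% made by adding two undisclosed values, limit read from the data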
# Target sequence (Q99873 whole entry, looked up): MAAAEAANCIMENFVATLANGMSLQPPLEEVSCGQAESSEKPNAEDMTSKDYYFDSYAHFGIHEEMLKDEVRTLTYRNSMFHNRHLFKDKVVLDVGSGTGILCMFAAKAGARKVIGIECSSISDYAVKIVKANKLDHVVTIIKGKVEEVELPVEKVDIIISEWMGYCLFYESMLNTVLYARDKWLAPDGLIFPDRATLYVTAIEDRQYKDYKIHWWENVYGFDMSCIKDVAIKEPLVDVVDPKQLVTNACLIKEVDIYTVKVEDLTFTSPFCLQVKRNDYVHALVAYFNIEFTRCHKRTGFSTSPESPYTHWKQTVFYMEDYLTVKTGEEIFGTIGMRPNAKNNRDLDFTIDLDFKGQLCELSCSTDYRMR
# UHRF1 binding: blocks human UHRF1 binding to methylated DNA; UHRF1 binding to methylated oligo, TR-FRET; AID 687016; 370,000 compounds, 0.75% hits; inhibition, % at 4.4 µM; Q96T88; in the data active = inhibition above about 21%;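 note: UHRF1 SRA domain binding a hemimethylated CpG hairpin DNA probe; 0% = median of test compound wells and 100% = reference inhibitor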
# mABHD4 FP: inhibits mouse alpha/beta hydrolase domain 4 | Q8VD66 | purified mABHD4, FP-Rh probe fluorescence polarization | inhibition, % at 8.92 µM | 370,000 compounds, 0.54% hits;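 active = inhibition exceeding the mean over every tested compound plus 3 SD, cut at about 30% in these data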;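 note: 0% = plate median of compound wells and 100% = S159A mutant with DMSO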
#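 system = mouse ABHD4 enzyme, wild type | medium = HEPES pH 7.0, NaCl, Pluronic buffer | also added = FP-Rh probe | incubation = Enzyme–compound pre-incubation 45 min, then probe 60 min, both 25 °C | technique = fluorescence polarization, excitation 525 nm, emission 598 nm, BODIPY TMR filters | controls = S159A mutant high control, sample median low control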
# GC-B act: GC-B (human) receptor activation | P20594 | HEK293-GC-B cells, CNP EC30, cGMP TR-FRET; 0% at EC30 CNP, 100% saturating CNP | 370,000 compounds, 0.11% hits | activation, % at 10 µM;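 active = activation at 10 µM reaching about 35% in either raw or pattern-adjusted values, limit read from the data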
# MBD2 inh: inhibitors of human MBD2 binding to methylated oligonucleotide. 370,000 compounds, 0.31% hits. inhibition, % at 4.4 µM. TR-FRET. Q9UBB5; in the data active = inhibition above about 13%
# Target sequence (Q9UBB5 whole entry, looked up): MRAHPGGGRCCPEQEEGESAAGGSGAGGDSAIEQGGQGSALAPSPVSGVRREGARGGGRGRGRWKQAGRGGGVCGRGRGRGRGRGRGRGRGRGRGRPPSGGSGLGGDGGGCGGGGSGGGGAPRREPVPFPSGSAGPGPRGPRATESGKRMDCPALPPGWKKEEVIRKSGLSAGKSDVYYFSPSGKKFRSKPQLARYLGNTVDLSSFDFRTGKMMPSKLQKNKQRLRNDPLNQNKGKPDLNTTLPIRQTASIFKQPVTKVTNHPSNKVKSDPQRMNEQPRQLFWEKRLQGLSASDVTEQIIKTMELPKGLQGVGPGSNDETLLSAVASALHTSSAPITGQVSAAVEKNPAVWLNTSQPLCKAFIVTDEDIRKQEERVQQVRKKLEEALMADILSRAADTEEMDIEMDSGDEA
# GC-A act: GC-A (human) enzyme activation; HEK293 GC-A cells, cGMP TR-FRET, EC30 ANP; 0% at EC30 ANP, 100% saturating ANP; 370,000 compounds, 0.14% hits; P16066; AID 1671463; activation, % at 10 µM; in the data active = activation above about 40%
# rCAG RNA binder: r(CAG) repeat RNA binding | TO-PRO-1 dye displacement fluorescence | inhibition, % at 3 µM | 370,000 compounds, 1.3% hits | AID 651821;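 active = inhibition above the plate cutoff, the mean of all test compounds on that plate plus 3 SD, cut at about 35% in these data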;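 note: 0% = DMSO alone and 100% = 100 µM mitoxantrone as full dye displacement; higher means more dye released from RNA so lower well fluorescence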
# TCR CD3 inh: human TCR-CD3 binding inhibition. TAMRA-labeled TCR probe fluorescence, biochemical. inhibition, % at 9.4 µM. 360,000 compounds, 0.37% hits; in the data active = inhibition above about 19%;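 note: recombinant mutant TCR 2C K166C tagged with TAMRA read by polarization; 0% = receptor in buffer alone and 100% = receptor with positive control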
# SIAE inh: inhibitors of human sialic acid acetylesterase SIAE | inhibition, % at 9.66 µM | AID 1053197 | 370,000 compounds, 0.69% hits | SIAE FP-Rh probe binding, fluorescence polarization | Q9HAT2;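 active = inhibition above a cutoff: mean of compounds within the control limits plus 3 SD of those, cut at about 17% in these data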;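 note: 0% = plate median of compound wells and 100% = probe without SIAE protein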
# * = called active by the depositor; . = not tested or not shown. These rows are one share of the data. The share of hits here may be higher or lower than overall.
SMILES,HTRA1 inh,PRMT1 inh,UHRF1 binding,mABHD4 FP,GC-B act,MBD2 inh,GC-A act,rCAG RNA binder,TCR CD3 inh,SIAE inh
CN1CCN(C2Cc3ccc(F)cc3Sc3cc(F)c(Cl)cc32)CC1 (stereo unspecified),-14,-2,0,11,-18,1,-18,3,-1,-5
COc1cc(OC)cc(C(=O)NNC(=O)c2ccc3c(c2)OCCO3)c1,5,1,1,0,5,-2,1,5,-5,2
CCOc1ccc(OCC(=O)N2CCN(S(=O)(=O)c3ccccc3)CC2)cc1,8,1,1,7,-7,-2,0,1,-5,-6
O=C1/C(=C/c2ccc(N3CCCC3)cc2)NC(=S)N1C1CC1,-24,-17,-12,-54,1,-7,9,-19,-7,-18
COC(=O)N1N=C(c2ccccc2)CC1(O)C(F)(F)F (stereo unspecified),1,4,4,-8,2,2,-2,-2,-2,-1
CCCC1NC(=O)c2cc3ccccc3cc2-n2c1nc1ccc(F)cc1c2=O (stereo unspecified),-20,1,0,3,0,3,2,0,-1,-4
COC(=O)C1=C(C)N(C)C(=NCc2ccc(OC)cc2)NC1c1ccc(Cl)cc1 (stereo unspecified),.,-1,0,3,-10,-3,-10,9,0,1
CCN1C(=O)/C(=C\N(C(C)=O)c2ccccc2)OC1=S,3,0,-1,0,3,-7,1,-1,-1,5
COc1ccc(NC(=O)C2CC(=O)N(Cc3ccc(C)cc3)C2)cc1S(=O)(=O)N1CCCCC1 (stereo unspecified),-3,-2,0,1,3,1,-2,-4,6,-3
CN(CC(=O)Nc1ccccc1Cl)C(=O)c1cccc(-n2cccc2)c1,-3,2,-1,-3,3,1,0,7,-6,4
O=C(NCc1ccco1)C1CCCN(S(=O)(=O)c2ccc(F)cc2)C1 (stereo unspecified),.,-2,1,0,7,-2,2,4,.,1
COC(=O)c1ccccc1Oc1ccc(NC(=O)C(C)(C)CCl)cc1,-2,-3,2,-7,2,-2,-1,-5,4,0
CCOCCCNC(=O)C(c1ccc(C)cc1)N(Cc1cccs1)C(=O)CNC(C)=O (stereo unspecified),-4,-3,2,-2,1,1,-3,-2,2,-5
COc1cc(C(=O)Oc2ccc3c(c2)OCC3=O)cc(OC)c1OC,2,-1,-2,0,-11,1,2,-1,1,2
CCCCN(CCCC)C(=O)CSc1nnc2n(C)c(=O)c3c4c(sc3n12)CCCC4,-5,1,3,-5,-14,3,0,2,2,-2
C1CCc2c(nc3nnnn3c2NC2CCCC2)C1,-1,1,1,-2,2,2,-2,1,-1,-5
CCOc1ccc(S(=O)(=O)N2CCN(c3ccccc3OC)CC2)c2cccnc12,2,0,7,5,3,1,-2,-1,-5,3
COC(=O)c1ccc(-c2ccc(Cl)cc2)nc1C,-10,-1,4,-1,1,0,6,-1,-2,6
Cc1oc2cc3oc(=O)c(CCC(=O)N(C)CC(=O)O)c(C)c3cc2c1C,4,14,2,-10,0,10,5,13,-5,-3
C=CCC1(CC=C)CCCN1C(=O)Cn1nnnc1CN(C)C(C)C,3,3,1,0,4,4,-6,-8,-6,0
Cc1cccc(CSc2ncnc3ccccc23)c1,-25,-1,-1,-9,2,3,-1,-4,5,-4
O=C(CCC(=O)N1CCCCC1)Nc1nnc(C2CCCCC2)s1,0,-6,-1,-5,5,-4,3,-7,0,6
O=S1(=O)CC(N2CCCC2)CN1Cc1cn(Cc2ccc(C(F)(F)F)cc2)nn1 (stereo unspecified),.,-1,3,-4,-2,-2,1,2,8,1
CC(C(=O)Nc1ccccc1C#N)N1C(=O)NC2(CCCCCC2)C1=O (stereo unspecified),-1,-2,0,1,1,-4,0,2,5,5
Cc1nc2ccc(NC(=O)C3=NN(C)C(=O)CC3)cc2s1,-4,2,3,6,1,-3,3,3,-1,0
Cc1ccc(C)c(OCC(=O)Nc2ccccc2C(=O)N2CCOCC2)c1,4,3,2,1,-2,-2,-2,-1,8,-1
Cc1noc(C)c1NC(=O)N(C)C[C@H]1Oc2c(NC(=O)Nc3ccccc3)cccc2C(=O)N([C@H](C)CO)C[C@@H]1C,-4,-2,-1,-1,1,-1,-1,-3,-6,-5
COc1c(Br)cc(C(N)=O)cc1OCc1ccccc1,-12,-1,-1,0,14,-3,9,-1,4,-4
COCCOC(=O)c1[nH]c2c(c1C)C(=O)CC(c1ccc(F)cc1)C2 (stereo unspecified),-6,-2,2,-36,-9,-6,-4,-1,-3,-2
CCN1C(=O)NC(c2ccccc2)C1=O (stereo unspecified),3,5,4,-6,1,-4,-1,-1,-8,-4
O=C1c2ccccc2C(=O)N1c1ccc(Cl)cn1,-2,-1,0,6,5,-4,-5,0,4,7
Cc1c(C(=O)Nc2nnc(C3CC3)s2)oc2c(Cl)cccc12,-2,1,-1,-1,-1,0,2,4,4,-9
CNc1nc(SC)nc2ccsc12,-2,-5,-1,7,-2,1,8,0,-3,0
CCN(Cc1nc2cc(Cl)ccc2c(=O)[nH]1)C(=O)CN1C(=O)NC2(CCCCC2C)C1=O (stereo unspecified),-2,-2,0,0,-2,-2,1,0,5,-10
CC(C)c1ccc(/C=C2\SC(=O)N(CC(=O)NCCCn3ccnc3)C2=O)cc1,1,5,-10,4,-9,-3,4,0,5,-7
CC(=O)N1c2ccccc2Oc2cc3ccccc3cc21,-20,-1,-2,2,1,0,3,1,1,3
OC(CNC1CCCC1)COc1ccc(Cl)cc1 (stereo unspecified),11,6,8,0,0,4,0,-2,1,0
COc1ccc(CCC(=O)c2ccc(OC)cc2)cc1,.,-1,-1,-3,-4,0,-6,-3,6,3
O=C(N/N=C/c1cccnc1)c1cccc(S(=O)(=O)Nc2cccc(Cl)c2)c1,-13,7,4,-18,-3,0,-8,18,-6,-37
Cc1ccc2nc(-c3ccc(NC(=O)CNC4CC4)cc3)sc2c1,-82,4,2,1,-3,7,19,7,-7,-16
O=C(NNC(=O)c1ccc(NC(=O)c2ccccc2)cc1)c1ccc(F)cc1,-3,-1,4,-6,3,2,3,3,-1,-8
COc1ccc(CCNC(=S)N2CCN(S(=O)(=O)c3ccccc3)CC2)cc1,-10,3,-3,-6,-5,2,3,0,5,0
Cc1n[nH]c(=O)c2c(NC(=O)COC(=O)/C=C/c3cccc(C(F)(F)F)c3)oc(C)c12,-7,5,-1,5,-6,-4,0,5,-8,4
COc1cccc(COC(=O)Nc2ccccc2)c1OC,.,3,1,0,1,3,3,0,2,-2
CC1CCN(S(=O)(=O)c2ccc(C(=O)Nc3nnc(-c4ccccn4)o3)cc2)CC1,6,1,0,0,3,-1,0,34,-2,-3
CC(=O)COc1ccc2c(C)c(C)c(=O)oc2c1,10,-2,1,-3,-5,-1,2,4,7,-4
FC(F)(F)c1cc(Sc2ccccc2)nc(-c2ccccn2)n1,-5,2,1,6,7,0,1,-7,4,3
CCc1nnc(NC(=O)c2sc3nc(C)cc(COC)c3c2N)s1,-7,-1,-2,-1,-6,-4,0,5,-8,6
CCOC(=O)/C(=N\Nc1cccc(C(F)(F)F)c1)N(CCOC)CCOC,5,3,1,-1,9,-1,2,-5,-1,3
CCCCc1nnc(NC(=O)C2CCCO2)s1 (stereo unspecified),1,-1,-3,-9,6,-5,1,0,2,5
Cc1ccccc1Cc1c(C)nc2nc(SCC(=O)NCCCN3CCCC3)nn2c1C,7,-3,-1,3,-1,-2,-1,2,0,-6
O=C(Nc1cnc2ccccn2c1=O)c1ccc(Cl)cc1Cl,-9,-1,-1,5,0,-2,9,-1,8,-6
COc1ccccc1-c1sc2cc3c(cc2c1C#CCO)OCO3,-16,2,11,-9,-5,9,-1,16,-2,-3
CC(=O)C1CCC2C3CCC4CC(=O)CCC4(C)C3C(O)CC12C (stereo unspecified),7,3,-1,-2,0,-4,1,-1,-6,5
COc1cccc(NC(=O)CN(C)CC(=O)Nc2ccc(C)cc2Cl)c1,-5,0,2,16,-2,2,3,-4,6,7
COc1cc(CN(C(=O)c2cccs2)C2CCS(=O)(=O)C2)cc(OC)c1OC (stereo unspecified),3,-1,8,3,3,2,-1,-3,4,-2
Cc1noc(C)c1C(=O)N(C)CC(=O)Nc1ccc(F)c(F)c1F,1,-1,-3,-3,1,-4,1,-6,3,-5
CCOc1ccc(CCNC(=O)COC(=O)c2oc3ccccc3c2COC)cc1OCC,0,-7,2,-4,1,-2,-5,0,-9,-4
CC1CCc2c(C(=O)NCc3ccccn3)csc2C1 (stereo unspecified),2,1,1,4,2,-1,3,-3,10,13
CC(=O)c1cnc2c(-c3ccc(Cl)cc3)cnn2c1C,2,0,4,-6,-2,8,5,-1,-10,1

# (more compounds)
SMILES,HTRA1 inh,PRMT1 inh,UHRF1 binding,mABHD4 FP,GC-B act,MBD2 inh,GC-A act,rCAG RNA binder,TCR CD3 inh,SIAE inh
Cc1ccc(C(=O)CSc2nnc(-c3ccco3)o2)o1,6,-1,-2,2,0,6,0,-4,0,-6
CC(C)NC(=O)CSCc1cccc(Br)c1,0,-1,-1,-7,-1,0,4,-2,6,4
Cn1c(=O)c2c(nc(N/N=C/c3cccnc3)n2Cc2ccccc2)n(C)c1=O,8,-1,0,23,-3,3,0,1,4,4
COC(=O)c1ccc2nc(-c3cccc(Br)c3)c(Cc3cccc(Cl)c3)n2c1,.,6,13,-28,10,6,-3,17,-8,-12
Cc1ccc(NC(=O)Cn2c(=O)c3cccn3c3ccccc32)c(Cl)c1,-29,-3,-1,-23,-2,1,-1,10,-2,-36
Cc1ccccc1-c1nnc(SCC(=O)NCC2CCCO2)o1 (stereo unspecified),8,0,1,2,2,4,1,1,-5,8
CCOC(=O)C1=C(C)NC(SCc2cc(=O)[nH][nH]2)=C(C#N)C1c1cccs1 (stereo unspecified),19,7,-7,15,3,-4,-5,59*,-1,14
CC(=O)c1cccc(NC(=O)N2CCOCC2)c1,-3,-3,-2,3,3,2,-1,-1,-1,8
CC(C)C(OC(=O)c1cccs1)C(=O)NCc1ccc(F)cc1 (stereo unspecified),-8,1,-2,1,-1,1,-3,-2,3,-2
O=C(Cn1c(=O)oc2cc(S(=O)(=O)N3CCCCC3)ccc21)N1CCCCC1,-2,2,52*,1,7,-4,3,-4,2,17*
CCCCn1c(/N=C/c2ccc3c(c2)OCO3)nc2ccccc21,1,5,8,-9,1,9,-8,0,-4,-7
CSc1ccccc1NC(=O)c1cc(C(C)C)on1,-3,0,3,-1,2,-2,2,-5,0,0

# Looked up by structure from the list above (2):
SMILES,HTRA1 inh,PRMT1 inh,UHRF1 binding,mABHD4 FP,GC-B act,MBD2 inh,GC-A act,rCAG RNA binder,TCR CD3 inh,SIAE inh
CC(=O)c1cccc(NC(=O)N2CCOCC2)c1,-3,-3,-2,3,3,2,-1,-1,-1,8
CCCCn1c(/N=C/c2ccc3c(c2)OCO3)nc2ccccc21,1,5,8,-9,1,9,-8,0,-4,-7

# Exported with each value named: entries from further up.
Cc1ccc(C(=O)CSc2nnc(-c3ccco3)o2)o1
- HTRA1 inh = 6
- PRMT1 inh = -1
- UHRF1 binding = -2
- mABHD4 FP = 2
- GC-B act = 0
- MBD2 inh = 6
- GC-A act = 0
- rCAG RNA binder = -4
- TCR CD3 inh = 0
- SIAE inh = -6

CC(C)NC(=O)CSCc1cccc(Br)c1
- HTRA1 inh = 0
- PRMT1 inh = -1
- UHRF1 binding = -1
- mABHD4 FP = -7
- GC-B act = -1
- MBD2 inh = 0
- GC-A act = 4
- rCAG RNA binder = -2
- TCR CD3 inh = 6
- SIAE inh = 4

Cn1c(=O)c2c(nc(N/N=C/c3cccnc3)n2Cc2ccccc2)n(C)c1=O
- HTRA1 inh = 8
- PRMT1 inh = -1
- UHRF1 binding = 0
- mABHD4 FP = 23
- GC-B act = -3
- MBD2 inh = 3
- GC-A act = 0
- rCAG RNA binder = 1
- TCR CD3 inh = 4
- SIAE inh = 4
